Assay outcomes as filed in PubChem.
Wnt bcat act – Wnt/beta-catenin pathway activation; Wnt/beta-catenin reporter cell assay, activator, plate reader; activation, % at 9.35 µM; 300,000 tested, 1.2% active; in the data active means activation above about 30%, passing the limit was not always enough;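 further: 0% = neutral control wells and 100% = positive control wells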
SR-BI uptake up – SR-BI HDL lipid transfer activation; CHO ldlA[mSR-BI] cells, DiI-HDL uptake fluorescence, 3 h; 100 = double the neutral-control signal; activation, % at 12.5 µM; 320,000 tested, 0.096% active;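 active means mean replicate activation of at least 60% and every replicate at or above 60%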;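 further: 0% = median plate neutral-control signal and 100% = twice that signal; values of inactives mirror those of a sister screen read the other way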
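Assay system: LDL receptor-deficient CHO ldlA cells overexpressing murine SR-BI / Medium: BSA-supplemented, HEPES-buffered Ham's F12, pH 7.4 / Probe or stimulus: DiI-labelled HDL at 10 µg/mL final / Timing: compound with DiI-HDL co-incubation, 3 h at 37 °C / Technique: bottom-read cell fluorescence after medium removal, ex 550/em 595 nm / Measure: HDL uptake via cellular fluorescence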
E coli growth – counter-screen for AddAB inhibitors: E. coli growth inhibition. E. coli V3065 growth, OD600 absorbance, 18 h. inhibition, % at 11.9 µM. 330,000 tested, 0.27% active;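 active means inhibition above the campaign's mean inhibition across all tested compounds plus 3 SD, cut at about 9.9% in these data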;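 further: uninfected addAB+ strain grown without phage in ampicillin broth; 0% = DMSO wells and 100% = ciprofloxacin 0.95 µg/ml wells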
SR-BI HDL uptake – blocks mouse SR-BI lipid uptake from DiI-HDL; Q61009; ldlA[mSR-BI] CHO cells, DiI-HDL uptake fluorescence, 3 h; inhibition, % at 12.5 µM; 320,000 tested, 0.96% active;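 active means mean replicate inhibition of at least 70% and a set share of replicates each scoring 70 or more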;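 further: 0% = median of neutral control wells and 100% = median of positive control wells; values of inactives mirror those of a sister screen read the other way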
Target sequence (Q61009 whole entry, looked up): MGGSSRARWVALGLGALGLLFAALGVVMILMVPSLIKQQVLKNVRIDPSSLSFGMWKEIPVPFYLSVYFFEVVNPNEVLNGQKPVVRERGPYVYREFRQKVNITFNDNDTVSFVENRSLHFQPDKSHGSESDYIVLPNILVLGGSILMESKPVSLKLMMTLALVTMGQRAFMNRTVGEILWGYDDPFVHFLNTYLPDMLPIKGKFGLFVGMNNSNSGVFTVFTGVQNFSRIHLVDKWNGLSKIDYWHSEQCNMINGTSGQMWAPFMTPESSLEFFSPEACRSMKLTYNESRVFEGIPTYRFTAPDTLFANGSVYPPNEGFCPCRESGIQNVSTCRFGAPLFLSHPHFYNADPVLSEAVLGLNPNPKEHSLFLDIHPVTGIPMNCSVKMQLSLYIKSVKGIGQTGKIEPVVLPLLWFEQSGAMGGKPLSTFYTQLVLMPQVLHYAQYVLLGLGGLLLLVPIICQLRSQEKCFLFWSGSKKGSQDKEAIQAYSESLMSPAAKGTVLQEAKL
MITF act – activators of MITF-driven TRPM1 promoter activity in SK-MEL-5 cells | SK-MEL-5 TRPM1-promoter luciferase, 24 h; % of positive control, neutral wells = 0 | activation, % at 12.5 µM | 300,000 tested, 0.75% active;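 active means mean activation of at least 80% with every replicate also reaching 80%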;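 further: 0% = neutral control wells and 100% = parthenolide positive control wells; values of inactives mirror those of a sister screen read the other way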
Tat export inh – blocks Tat-dependent protein export in E. coli | E. coli MC4100 TorA-mCherry Tat export, fluorescence | inhibition, % at 10 µM | 340,000 tested, 0.036% active;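 active means mean replicate inhibition at least 50% and at least half of replicates individually reaching 50%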;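 further: exported cargo escapes ClpAP degradation while cytoplasmic cargo is degraded and loses fluorescence; 0% = median of neutral control wells and 100% = median of NaSCN control wells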
CAL PDZ FP-1 – inhibitors of human CAL PDZ peptide binding | purified CAL PDZ, TMR-peptide fluorescence polarization, 1 h | inhibition, % at 20 µM | 330,000 tested, 0.02% active | AID 504414;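 active means highest replicate inhibition of at least 40%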;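 further: plate controls were DMSO neutral control wells for no effect and unlabeled competitor peptide control wells for full effect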
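System: tagged CAL PDZ domain. Schedule: 1 h room-temperature incubation prior to read. Signal: fluorescence polarization (mP). Measure: percent inhibition from loss of millipolarization.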
AddAB inh – less growth of phage-infected E. coli with AddAB. E. coli expressing H. pylori AddAB, absorbance growth. inhibition, % at 11.9 µM. 330,000 tested, 0.29% active. AID 435030; in the data active means inhibition above about 12%;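 further: 0% = vehicle wells of infected cells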
CAL PDZ FP-2 – blocks peptide binding to the human CAL PDZ domain; Q9HD26; purified CAL PDZ, TMR-peptide fluorescence polarization, 1 h; inhibition, % at 24.9 µM; 300,000 tested, 0.92% active; AID 602252;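 active means mean inhibition of at least 30% with at least half of replicates also reaching 30%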;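 further: 0% = DMSO neutral control and 100% = excess unlabeled competitor peptide PRC23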
phage Ecoli inh – E. coli growth loss with phage present | growth absorbance | inhibition, % at 11.9 µM | 360,000 tested, 0.26% active; in the data active means inhibition above about 11%
* hit, by the source's call; / = no result given.

SMILES	CAL PDZ FP-1	phage Ecoli inh	Tat export inh	Wnt bcat act	SR-BI uptake up	E coli growth	AddAB inh	MITF act	SR-BI HDL uptake	CAL PDZ FP-2
CCCC1C(=O)N(c2ccccc2)C1c1ccccc1 (centres undefined)	-0.9	0.8	-3	/	/	1.2	0.0	12	/	4
CCOc1cc(/C=C2\N=C(SC)SC2=O)cc([N+](=O)[O-])c1OC(C)=O	-0.9	/	-2	-1	9	2.5	1.9	/	-9	/
NS(=O)(=O)c1ccc(CNc2ncnc3sccc23)cc1	-1.8	0.5	0	3	22	-1.8	3.5	-18	-22	-7
O=C(CCC(=O)N(CC(=O)NC1CCCCC1)c1ccc2c(c1)OCO2)Nc1ccccn1	0.6	0.3	5	1	8	0.5	1.2	2	-8	-1
Cc1cccc(C(=O)Nc2cccc(C(=O)NC3CCCC3)c2)c1	9.9	2.0	-8	2	-59	0.1	-0.2	9	59	-5
CC(C)Nc1nc2nonc2nc1Nc1ccccc1	-1.9	5.6	-10	-1	-5	4.6	8.8	-1	5	/
COc1ccccc1N1CCN(S(=O)(=O)c2cc3c(cc2C)NC(=O)CO3)CC1	0.1	2.9	1	-3	-7	-1.5	-1.6	/	7	/
CCOc1ccc2ccccc2c1/C=N/NC(=O)c1cc(C)[nH]n1	-3.2	0.0	3	-2	-43	1.8	1.5	6	43	-6

Later entries.
SMILES	CAL PDZ FP-1	phage Ecoli inh	Tat export inh	Wnt bcat act	SR-BI uptake up	E coli growth	AddAB inh	MITF act	SR-BI HDL uptake	CAL PDZ FP-2
COc1cccc2c1C(=O)CC2NC(=O)C(F)(F)F (centres undefined)	0.0	3.6	0	0	15	-0.3	-2.1	/	-15	-1
Cc1ccc(C)c(S(=O)(=O)N2CCN(CC(=O)NC(C)c3ccccc3)CC2)c1 (centres undefined)	0.2	1.2	11	1	-17	0.3	0.2	-1	17	/
CC1CCCN(S(=O)(=O)c2cc(C(=O)NCc3ccco3)ccc2Cl)C1 (centres undefined)	0.9	0.9	-5	-3	-17	1.5	2.5	-8	17	2
Cc1ccc(NC(=O)C2CCCN2C(=O)NC2CCCCC2)cc1 (centres undefined)	-0.1	2.0	-1	0	5	1.0	1.5	-10	-5	/
O=C(O)CCCC(=O)N1CC(=O)Nc2ccccc21	/	3.0	-3	/	12	4.6	0.5	-6	-12	-1
COc1ccc(NC(=O)N2CCN(C(=O)C(Cc3ccc(F)cc3)NC(C)=O)CC2)cc1 (centres undefined)	0.6	3.3	3	-1	-11	1.8	4.1	10	11	-1
CN1CCN(CCC(=O)N/N=C/c2cc([N+](=O)[O-])ccc2O)CC1	-2.1	-5.1	0	-2	7	-1.2	-1.4	3	-7	0
COc1ccc(-c2cn(CCO)c(-c3ccncc3)n2)cc1	0.0	-0.7	-11	0	0	-0.3	2.6	-8	0	-2

(next part)
SMILES	CAL PDZ FP-1	phage Ecoli inh	Tat export inh	Wnt bcat act	SR-BI uptake up	E coli growth	AddAB inh	MITF act	SR-BI HDL uptake	CAL PDZ FP-2
Cc1c(NC(=O)CSc2nnc(C(C)Oc3ccc(Cl)cc3)n2-c2ccccc2)c(=O)n(-c2ccccc2)n1C (centres undefined)	-0.7	0.1	12	/	-16	-1.6	-1.7	-2	16	-5
CCN(CC)CC(=O)N1c2ccccc2Sc2ccc(Cl)cc21	-0.2	0.1	-6	-5	11	0.3	-0.8	5	-11	-5
CCN(CC)c1nc(N)c2c(N)nc3c(c2c1C#N)CC(c1ccccc1)O3 (centres undefined)	-1.1	0.0	9	/	-17	-0.6	-0.5	/	17	1
O=C(NCCO)c1nc(NCCO)c2ccccc2n1	-1.0	3.6	-2	/	23	-0.5	1.1	4	-23	/
CCOc1ccc(C(=O)NCC(=O)NNC(=O)C2COc3ccccc3O2)cc1OCC (centres undefined)	-1.4	3.5	-7	0	-1	-0.3	2.4	3	1	4
CCOc1cc2[nH]c(=O)n(CCCCC(=O)N3CCCCCC3)c(=O)c2cc1OCC	-1.1	1.0	-6	-2	-1	-0.5	1.9	/	1	1
CC(=O)CS(=O)(=O)c1ccc(Oc2ccc(S(=O)(=O)CC(C)=O)cc2)cc1	/	3.0	5	0	0	-3.3	0.2	6	0	5
CC(OC(=O)CCN1C(=O)c2cccc([N+](=O)[O-])c2C1=O)C(=O)Nc1cc(Cl)cc(Cl)c1 (centres undefined)	-0.7	1.8	1	-4	29	-0.5	2.0	-21	-29	0

Additional results
SMILES	CAL PDZ FP-1	phage Ecoli inh	Tat export inh	Wnt bcat act	SR-BI uptake up	E coli growth	AddAB inh	MITF act	SR-BI HDL uptake	CAL PDZ FP-2
CN(CCOC(=O)c1ccccc1)Cc1ccccc1	-1.0	2.6	-2	-4	6	-4.0	1.8	2	-6	-6
O=C(c1ccc2ccccc2c1)C1CCCN(C(=O)c2cnccn2)C1 (centres undefined)	0.5	-0.3	-3	3	/	1.6	1.7	-5	/	-2
COCCn1c(SCC(=O)Nc2sccc2C(N)=O)nc2cc(Cl)ccc2c1=O	3.5	0.0	2	3	/	1.7	4.8	-5	/	1
CCC(NC(=S)NC1CCCCC1)c1ccc(C(C)C)cc1 (centres undefined)	-3.9	5.1	-3	-18	-5	/	/	-2	5	1
Cc1nc(NC(=S)NC(=O)c2ccccc2)sc1C(=O)N(C)C	-0.8	2.4	-5	/	8	-1.4	1.3	30	-8	-1
Cc1cc(C)c(C#N)c(SCC(=O)Nc2nnc(-c3ccccc3)s2)n1	/	1.1	10	/	13	-0.6	0.5	3	-13	1
O=C(Nc1ccccc1)C1=C[C@@H](c2coc3ccccc3c2=O)C[C@@H](OCCCCO)O1	0.1	1.4	-2	-2	6	-3.1	0.5	-6	-6	0
O=S(=O)(c1ccc(N2CCOCC2)nc1)N1CCOCC1	-1.0	1.7	19	2	14	-1.9	1.1	-8	-14	1

Carrying on.
SMILES	CAL PDZ FP-1	phage Ecoli inh	Tat export inh	Wnt bcat act	SR-BI uptake up	E coli growth	AddAB inh	MITF act	SR-BI HDL uptake	CAL PDZ FP-2
CN(C)S(=O)(=O)c1ccc(N2CCCC2)c(C(=O)Nc2nc(-c3ccc(F)c(F)c3)cs2)c1	-1.2	4.2	0	/	-5	-1.3	-0.3	-9	5	26
COc1ccc(/C=N/n2cc(-c3ccc(OC)cc3)nc2N)cc1	-2.3	/	-17	/	-29	1.7	-0.5	3	29	-1
CCc1nc2oc3ccccc3c(=O)c2c(=O)n1CCOC	/	2.6	-6	-7	21	1.0	3.3	/	-21	-5
CCn1c(CSc2nc3ccccc3s2)nnc1SCC(=O)c1ccc(Cl)cc1	-0.6	-1.6	-4	/	-17	-2.5	-0.6	3	17	-2
Cn1cnc([N+](=O)[O-])c1Sc1ncnc2nc[nH]c12	-0.8	2.1	-2	11	11	0.9	2.5	/	-11	/
CN1C(=O)[C@H]2[C@@H](/C=C/c3ccccc3)N3C(=O)CN(Cc4ccc(-c5ccccc5)cc4)C(=O)[C@@]3(Cc3ccccc3)[C@H]2C1=O	-1.1	4.9	-4	-4	2	-1.6	-0.1	-7	-2	-1
Cc1ccc(C)c(Cc2c(C)nc3c(C(=O)N4CCOCC4)cnn3c2C)c1	-2.4	3.1	6	/	-6	-0.5	0.2	2	6	/
COc1ccc(C2/C=C\CN(C(=O)C3CC3)CC(=O)N2Cc2ccc(F)cc2)cc1 (centres undefined)	-1.5	-0.3	7	-2	14	-1.0	-2.0	-8	-14	-3

Arranged by length of the SMILES (descending): part of the list above
SMILES	CAL PDZ FP-1	phage Ecoli inh	Tat export inh	Wnt bcat act	SR-BI uptake up	E coli growth	AddAB inh	MITF act	SR-BI HDL uptake	CAL PDZ FP-2
CN1C(=O)[C@H]2[C@@H](/C=C/c3ccccc3)N3C(=O)CN(Cc4ccc(-c5ccccc5)cc4)C(=O)[C@@]3(Cc3ccccc3)[C@H]2C1=O	-1.1	4.9	-4	-4	2	-1.6	-0.1	-7	-2	-1
Cc1ccc(C)c(Cc2c(C)nc3c(C(=O)N4CCOCC4)cnn3c2C)c1	-2.4	3.1	6	/	-6	-0.5	0.2	2	6	/
CCn1c(CSc2nc3ccccc3s2)nnc1SCC(=O)c1ccc(Cl)cc1	-0.6	-1.6	-4	/	-17	-2.5	-0.6	3	17	-2
COc1ccc(/C=N/n2cc(-c3ccc(OC)cc3)nc2N)cc1	-2.3	/	-17	/	-29	1.7	-0.5	3	29	-1

New compounds follow
SMILES	CAL PDZ FP-1	phage Ecoli inh	Tat export inh	Wnt bcat act	SR-BI uptake up	E coli growth	AddAB inh	MITF act	SR-BI HDL uptake	CAL PDZ FP-2
Cc1ccc(NC(=S)NN(C)c2nc(C)cnc2C)cc1	-0.5	0.3	-5	/	8	-2.0	-0.7	1	-8	-3
CCOc1cccc2c1OC1(C)CC2NC(=O)N1c1cccc(F)c1 (centres undefined)	-0.4	4.1	6	-1	-1	1.6	2.8	/	1	/
COC(=O)CC1COc2ccccc2N1C(=O)c1cc(OC)c(OC)c(OC)c1 (centres undefined)	-1.6	2.1	-7	-2	/	-0.9	1.2	-3	/	-3
CS(=O)(=O)Nc1ccc(C2=NN(C(=O)c3ccco3)C(c3ccc(F)cc3)C2)cc1 (centres undefined)	-2.5	1.1	-3	-35	-25	-0.3	0.7	-16	25	5
O=C(CN1CCOCC1)Nc1c(C(=O)C2CC2)oc2ccccc12	-2.8	2.6	13	-4	-1	-2.3	-0.8	-10	1	-1
CC1Cn2c(nnc2-c2ccccc2O)S1 (centres undefined)	0.4	3.9	1	0	5	0.9	3.9	-1	-5	-3
CCOC(=O)C(CN1CCCC1)c1ccccc1 (centres undefined)	-0.1	1.9	2	-3	10	-1.2	-0.4	2	-10	-4
COc1ccc(OC)c(C2C(C(=O)Nc3nc4ccccc4s3)=C(C)NC3=C2C(=O)CCC3)c1 (centres undefined)	-1.0	1.4	-2	/	-10	-0.3	-1.3	6	10	0

New compounds follow
SMILES	CAL PDZ FP-1	phage Ecoli inh	Tat export inh	Wnt bcat act	SR-BI uptake up	E coli growth	AddAB inh	MITF act	SR-BI HDL uptake	CAL PDZ FP-2
CCOC(=O)C1(CCc2ccccc2)CCN(C(=O)C(C)n2cncn2)CC1 (centres undefined)	-5.9	3.0	-8	-1	-39	1.0	0.4	-5	39	3
COc1ccc(-c2c(C)nn3c(N4CCC(C(=O)N5CCCCC5)CC4)cc(C)nc23)cc1OC	0.9	1.8	-7	-2	-12	-0.3	0.2	-1	12	-2
Cc1nn(-c2ccccc2)c(C)c1C1C(C#N)=C(N)Oc2n[nH]c(C)c21 (centres undefined)	-1.2	3.1	-3	-3	35	-3.6	2.1	/	-35	1
Cc1cc(C)c(C(=O)COC(=O)c2cccnc2Cl)c(C)c1	-2.0	1.3	2	0	-31	1.2	0.4	26	31	4
